RBX1-CUL1 inh: blocks human RBX1-Cullin-1 di-ubiquitin formation; in vitro K48 di-Ub FRET, acceptor:donor ratio, 45 min; inhibition, % at 10 µM; 0.6% of 140,000 active; P62877+Q13616; in the data active = inhibition above about 25%
Target sequence (P62877 whole entry, looked up): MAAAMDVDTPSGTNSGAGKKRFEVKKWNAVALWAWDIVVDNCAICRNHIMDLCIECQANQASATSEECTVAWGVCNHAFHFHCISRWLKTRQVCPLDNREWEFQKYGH
Target sequence (Q13616 whole entry, looked up): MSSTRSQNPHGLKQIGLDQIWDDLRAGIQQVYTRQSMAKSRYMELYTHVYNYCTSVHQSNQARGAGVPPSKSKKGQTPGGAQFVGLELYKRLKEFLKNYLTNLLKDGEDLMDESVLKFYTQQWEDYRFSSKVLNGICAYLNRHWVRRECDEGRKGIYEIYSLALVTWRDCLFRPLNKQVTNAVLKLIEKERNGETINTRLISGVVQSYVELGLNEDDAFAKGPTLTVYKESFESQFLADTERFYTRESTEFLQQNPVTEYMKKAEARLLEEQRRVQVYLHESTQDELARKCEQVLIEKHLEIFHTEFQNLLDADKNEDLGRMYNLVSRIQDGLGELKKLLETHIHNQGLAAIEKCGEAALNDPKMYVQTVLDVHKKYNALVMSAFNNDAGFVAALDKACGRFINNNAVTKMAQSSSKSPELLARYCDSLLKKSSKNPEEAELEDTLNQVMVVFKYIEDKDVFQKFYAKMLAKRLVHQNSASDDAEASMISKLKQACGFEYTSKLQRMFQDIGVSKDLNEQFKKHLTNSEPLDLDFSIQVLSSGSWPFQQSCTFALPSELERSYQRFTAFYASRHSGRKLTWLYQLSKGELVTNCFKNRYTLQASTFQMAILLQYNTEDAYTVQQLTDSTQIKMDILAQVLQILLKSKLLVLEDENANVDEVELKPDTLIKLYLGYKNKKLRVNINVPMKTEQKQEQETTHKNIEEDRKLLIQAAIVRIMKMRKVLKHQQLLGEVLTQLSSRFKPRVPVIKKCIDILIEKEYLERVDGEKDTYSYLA
* marks the source's active call; other numbers are inactive results; & = joins results of further samples. Some of the compounds tested. The share of hits here may be higher or lower than overall.

COc1cc(OC)cc(C(=O)Nc2nnc3n2CCS3)c1
  RBX1-CUL1 inh = -6
CCOC(=O)c1c(-c2cccc(C)c2)csc1NC(=O)c1ccc([N+](=O)[O-])cc1
  RBX1-CUL1 inh = -2
CC(=O)c1ccc(N2CCN(c3ncnc4c3nc3n4CCCC3)CC2)cc1
  RBX1-CUL1 inh = -6
O=C(CSc1nnc(-c2ccccc2F)o1)N1CCc2ccccc21
  RBX1-CUL1 inh = -4
Cc1nc2c3ccccc3nc(NNC(=O)CCC(=O)O)n2n1
  RBX1-CUL1 inh = -5
O=C1CCCC(=O)C1=C1SCCS1
  RBX1-CUL1 inh = 6
CN1CCN(CC(O)COC23CC4CC(CC(C4)C2)C3)CC1 (stereo not given)
  RBX1-CUL1 inh = 6
CC1Cn2cc(C(=O)Nc3cccc(C(F)(F)F)c3)c(=O)c3c(Cl)ccc(c32)O1 (stereo not given)
  RBX1-CUL1 inh = 2
CC(=O)Nc1cc(C(=O)N2CCOc3ccccc3C2)c2c(c1)nc(C)n2Cc1ccccc1
  RBX1-CUL1 inh = 5
COC(=O)c1cccc2c(C#N)cccc12
  RBX1-CUL1 inh = -2

COc1cc(C(c2c(C)[nH]n(-c3ccccc3)c2=O)C2C(=O)N(c3ccccc3)N=C2C)c(Cl)cc1OC(C)C (stereo not given)
  RBX1-CUL1 inh = -2
COc1cc(OC)nc(N2CCc3[nH]nc(-c4ccccc4)c3C2)n1
  RBX1-CUL1 inh = -3
CSc1ccccc1NC(=O)Cn1nc([N+](=O)[O-])c(Cl)c1C
  RBX1-CUL1 inh = -4
O=c1nc(Nc2ccccc2)[nH]c(=O)[nH]1
  RBX1-CUL1 inh = 7
O=C(Cn1nnc(N2CCCC2)n1)c1ccc(Cl)cc1
  RBX1-CUL1 inh = 5
NC(=O)Cn1c(=O)n(CCCCCC(=O)NCc2ccc3c(c2)OCO3)c(=O)c2sccc21
  RBX1-CUL1 inh = -5
CN1CCN([C@@H]2CCN(Cc3ccc(N(C)c4ccccc4)cc3)C[C@H]2O)CC1
  RBX1-CUL1 inh = 3
CC1=C(C(=O)N2CCCCC2C(=O)Nc2cccc(-c3nnc(C)s3)c2)OCCO1 (stereo not given)
  RBX1-CUL1 inh = 8
CCNC(=O)c1c(NC(=O)COc2ccc(F)cc2)sc2c1CCCC2
  RBX1-CUL1 inh = 1
O=C1NC(=O)C(C=Nc2cccc3ccccc23)C(=O)N1
  RBX1-CUL1 inh = 0

CCCCc1[nH]nc2c1C1(CCN(C)CC1)C(C#N)C(=N)O2 (stereo not given)
  RBX1-CUL1 inh = -3
O=C(CCc1ccccc1)NNC(=O)COc1ccc2ccccc2c1Br
  RBX1-CUL1 inh = -2
CCC1CCc2nc3sc(C(=O)Nc4cccc(C(F)(F)F)c4)c(N)c3cc2C1 (stereo not given)
  RBX1-CUL1 inh = 2&1
CCc1[nH]nc(N)c1-c1cccc(Cl)c1
  RBX1-CUL1 inh = 2
CC1=NN(C(=O)c2ccc(N)cc2)C(O)(c2ccc(Cl)cc2)C1 (stereo not given)
  RBX1-CUL1 inh = -7
CCOc1ccc(N(CC)S(=O)(=O)N2CCCC(C(=O)NCCc3ccc(OC)cc3)C2)cc1 (stereo not given)
  RBX1-CUL1 inh = 4
COc1ccc(C2C(C(=O)Nc3ccc(Cl)cc3)C(C)=Nc3nnnn32)cc1 (stereo not given)
  RBX1-CUL1 inh = 0
COc1cc2oc(=O)c(CC(=O)NCCc3ccccc3)c(C)c2cc1Cl
  RBX1-CUL1 inh = -5
Cc1cccc(NC(=O)CN2C(=O)C(c3ccc(F)cc3)=NC23CCCCCC3)c1
  RBX1-CUL1 inh = -1
C=C(C)COc1ccc(C(=O)NC2CCCC2)cc1
  RBX1-CUL1 inh = 3

Cc1ccc(C)c(C(C)NC(=O)/C=C/c2ccc(Cl)cc2)c1 (stereo not given)
  RBX1-CUL1 inh = -1
Cc1ccc(CNC(=O)c2ccc3oc(=O)n(Cc4ccccc4)c3c2)cc1
  RBX1-CUL1 inh = -2
Cc1ccc(CNC(=O)c2cn(C)c3ccc(S(=O)(=O)N4CCOCC4)cc3c2=O)cc1
  RBX1-CUL1 inh = -1
C=CCn1c(COc2ccc(Cl)cc2)nnc1SCC(=O)Nc1ccccc1
  RBX1-CUL1 inh = 10
CCn1c(SCc2ccccc2C)nc(=O)c2c(C(=O)OC)cc(C3CC3)nc21
  RBX1-CUL1 inh = -8
CC(C)(C)c1cc(C(F)(F)F)nc(SCC(=O)Nc2sc3c(c2C#N)CCCC3)n1
  RBX1-CUL1 inh = -2
COc1cc(NC(=S)NC2CCCCC2)c(OC)cc1Cl
  RBX1-CUL1 inh = 7
Cc1cc(C)cc(C(=O)NCCc2csc(-c3ccc(C(F)(F)F)cc3)n2)c1
  RBX1-CUL1 inh = -1
Cc1ncc2c(c1CNS(=O)(=O)c1ccsc1)CCN(C(=O)/C=C/c1ccc(F)c(F)c1)C2
  RBX1-CUL1 inh = 5
Clc1ccc(C(=C(c2ccc(Cl)cc2)n2ccnc2)c2ccc(Cl)cc2)cc1
  RBX1-CUL1 inh = -1

A draw from above in order of count of non-hydrogen atoms, largest number first:
CC(C)(C)c1cc(C(F)(F)F)nc(SCC(=O)Nc2sc3c(c2C#N)CCCC3)n1
  RBX1-CUL1 inh = -2
CCn1c(SCc2ccccc2C)nc(=O)c2c(C(=O)OC)cc(C3CC3)nc21
  RBX1-CUL1 inh = -8
Cc1cc(C)cc(C(=O)NCCc2csc(-c3ccc(C(F)(F)F)cc3)n2)c1
  RBX1-CUL1 inh = -1
Cc1ccc(C)c(C(C)NC(=O)/C=C/c2ccc(Cl)cc2)c1 (stereo not given)
  RBX1-CUL1 inh = -1
COc1cc(NC(=S)NC2CCCCC2)c(OC)cc1Cl
  RBX1-CUL1 inh = 7

Further compounds:
Cc1ccc(C(=O)N2CCN(c3cc(Cl)ccc3C)CC2)s1
  RBX1-CUL1 inh = 3
CCc1c(C#N)c(SCCC(=O)NCc2ccc3c(c2)OCO3)nc2c1C(=O)CC(C)(C)C2
  RBX1-CUL1 inh = -8
CCc1ccc(NC(=O)C(=O)NCC(c2cccnc2)N2CCN(c3ccc(F)cc3)CC2)cc1 (stereo not given)
  RBX1-CUL1 inh = 6
COc1ccc(C(=O)Nc2cccc(NC(=O)c3ccc(Cl)cc3Cl)c2)cc1[N+](=O)[O-]
  RBX1-CUL1 inh = -8
CCOc1ccc2nc(N3CCCN(Cc4cc(OC)c(OC)cc4OC)CC3)nc(C)c2c1
  RBX1-CUL1 inh = -2
O=C(CSc1nc2scc(-c3ccc(Br)cc3)c2c(=O)n1-c1ccccc1)N/N=C/c1ccccc1O
  RBX1-CUL1 inh = -1
O=C(CSc1ccc2ccccc2n1)NNC(=O)c1ccc(Cl)cc1
  RBX1-CUL1 inh = 1
Cc1ccc(NC(=O)Nc2nnc(N(C)C3CCCCC3)s2)c(Cl)c1
  RBX1-CUL1 inh = -2
Cc1cc(C(=O)N2CCN(c3cccc(C(F)(F)F)c3)CC2)cs1
  RBX1-CUL1 inh = 10
COc1ccc(CNC(=O)CCS(=O)(=O)c2cc3c4c(c2)CCN4C(=O)CC3)cc1OC
  RBX1-CUL1 inh = 3

An excerpt of these results, in markdown:
| compound | RBX1-CUL1 inh |
| --- | --- |
| Cc1cc(C(=O)N2CCN(c3cccc(C(F)(F)F)c3)CC2)cs1 | 10 |
| COc1ccc(CNC(=O)CCS(=O)(=O)c2cc3c4c(c2)CCN4C(=O)CC3)cc1OC | 3 |

Next section
O=C(Nc1nnc(S(=O)(=O)N2CCCCCC2)s1)c1ccccc1Cl
  RBX1-CUL1 inh = -1
CCCCn1c(CCO)nc2ccccc21
  RBX1-CUL1 inh = -1
CN(C)c1ccc(CNC(=O)Cn2ccc3cc(S(=O)(=O)N4CCCCCC4)ccc32)cc1
  RBX1-CUL1 inh = 4
CCN(CC)CCNC(=O)c1cc(=O)c2ccccc2[nH]1
  RBX1-CUL1 inh = 13
CCCSCCCNC(=O)c1ccc2nc(Cc3ccccc3)oc2c1
  RBX1-CUL1 inh = 1
CCC(=O)N1CCC(N2CCCC(C(=O)NCc3ccccc3)C2)CC1 (stereo not given)
  RBX1-CUL1 inh = -4
O=C(N/N=C/c1ccc(-c2ccc(Br)cc2)o1)C1CC1c1ccccc1 (stereo not given)
  RBX1-CUL1 inh = -3
Cc1cccc(Nc2ccncc2S(=O)(=O)NC(=O)NC2CCCCC2)c1
  RBX1-CUL1 inh = 7
O=C1N(CC2CCC2)CCCC1(O)CN1CCN(CC2CCC2)CC1 (stereo not given)
  RBX1-CUL1 inh = 9
COc1c(Cl)cc(Cl)cc1C(=O)Nc1cccc2cccnc12
  RBX1-CUL1 inh = -18&-6

Retrieved one by one from the list above, 2 records:
CCC(=O)N1CCC(N2CCCC(C(=O)NCc3ccccc3)C2)CC1 (stereo not given)
  RBX1-CUL1 inh = -4
O=C1N(CC2CCC2)CCCC1(O)CN1CCN(CC2CCC2)CC1 (stereo not given)
  RBX1-CUL1 inh = 9

The listing continues:
O=C(Cn1nc2ccccc2n1)N/N=C/c1cc(Cl)cc([N+](=O)[O-])c1O
  RBX1-CUL1 inh = 18
COc1ccc(N2CCN(C(=O)/C=C/c3ccc(OC)c(Br)c3)CC2)cc1
  RBX1-CUL1 inh = -3
O=C(NCCCN1CCN(c2ccccc2)CC1)c1sc2ncccc2c1-n1cccc1
  RBX1-CUL1 inh = -14
CCN1C(=O)/C(=C\c2ccc(COc3cccc(C(F)(F)F)c3)o2)SC1=S
  RBX1-CUL1 inh = 0
COc1ccc(OC)c(NS(=O)(=O)c2ccccc2)c1
  RBX1-CUL1 inh = -5
COc1ccc(/C(C)=N\NC(=O)c2[nH]cnc2C(=O)N/N=C(\C)c2ccc(OC)cc2OC)c(OC)c1
  RBX1-CUL1 inh = 11
O=C(CSc1ccnc2cc(C(F)(F)F)ccc12)Nc1ccccc1Cl
  RBX1-CUL1 inh = 1
COCCO[C@H]1[C@H](NC(=O)C(C)C)c2ccccc2C12CCN(Cc1ccccn1)CC2
  RBX1-CUL1 inh = -8

As a short view, some entries already given.
O=C(NCCCN1CCN(c2ccccc2)CC1)c1sc2ncccc2c1-n1cccc1
  RBX1-CUL1 inh = -14
CCN1C(=O)/C(=C\c2ccc(COc3cccc(C(F)(F)F)c3)o2)SC1=S
  RBX1-CUL1 inh = 0
COc1ccc(OC)c(NS(=O)(=O)c2ccccc2)c1
  RBX1-CUL1 inh = -5
COc1ccc(/C(C)=N\NC(=O)c2[nH]cnc2C(=O)N/N=C(\C)c2ccc(OC)cc2OC)c(OC)c1
  RBX1-CUL1 inh = 11
O=C(CSc1ccnc2cc(C(F)(F)F)ccc12)Nc1ccccc1Cl
  RBX1-CUL1 inh = 1
COCCO[C@H]1[C@H](NC(=O)C(C)C)c2ccccc2C12CCN(Cc1ccccn1)CC2
  RBX1-CUL1 inh = -8

Screening data as filed in PubChem BioAssay.
